tim23-1 inh: growth inhibitors of tim23-1 mutant yeast | S. cerevisiae tim23-1 growth, BacTiter-Glo luminescence, 24 h | AID 463212 | 1.3% of 330,000 active | inhibition, % at 20 µM;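 active = growth inhibition of the mutant yeast at or above 50%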;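 note: temperature-sensitive mutant grown at 25 °C; plate controls were DMSO-treated mutant yeast for no effect and medium wells lacking yeast for full effect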
APJ antagonist: APJ receptor antagonism | inhibition, % at 20 µM | AID 2521 | P35414 | 0.32% of 330,000 active | CHO-K1 APJ beta-arrestin complementation, luminescence;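 active = inhibition above about 40% at 20 µM, limit read from the data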;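 note: cells challenged with 10 nM apelin-13 agonist together with compound; plate controls were apelin-13 plus DMSO wells for no effect and DMSO wells lacking apelin-13 for full effect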
CCR6 antag: blocks CCL20-driven beta-arrestin recruitment at human CCR6. inhibition, % at 20 µM. CHO-K1 CCR6 PathHunter beta-arrestin, luminescence, CCL20-stimulated. AID 493098. 0.49% of 340,000 active;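 active = compounds whose inhibition of the agonist-driven luminescence signal at 20 µM reaches about 50%, limit read from the data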;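 note: cells stimulated with CCL20 at 14 nM final; plate controls were DMSO with CCL20 for no effect and DMSO without agonist for full effect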
CXCR6 block: blocks human CXCR6 beta-arrestin recruitment. AID 602244. O00574. CHO-K1 PathHunter CXCR6 beta-arrestin, luminescence. inhibition, % at 20 µM. 0.36% of 360,000 active; in the data active = inhibition above about 34%, passing the limit was not always enough;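 note: antagonist mode with CXCL16 agonist at 10 nM final; 0% = 10 nM CXCL16 with DMSO and 100% = unstimulated wells without agonist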
UPR XBP1 act: adaptive UPR (XBP1) activation; 0.33% of 330,000 active; CHO-XBP1 luciferase reporter, IRE1-XBP1 UPR activation, luminescence; percent of tunicamycin response, DMSO as zero; activation, % at 20 µM;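 active = versus positive control, 20 µM dose yields 30% or more activation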;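 note: 100% = tunicamycin at 10 µg/mL and 0% = DMSO only wells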
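Assay system: CHO-XBP1 luciferase reporter cells; Schedule: 6 h treatment, 37 °C; Detection: glow luminescence from Steady-Glo reagent; Benchmarks: high control tunicamycin 10 µg/mL final, low control DMSO vehicle only.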
Mdm2-MdmX inh: inhibitors of human Mdm2/MdmX interaction. O15151+Q00987. 3% of 330,000 active. SaOS-2 split-luciferase Mdm2/MdmX complementation, luminescence. inhibition, % at 8 µM;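 active = inhibition of at least 50% at 8 µM in the primary screen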
Target sequence (O15151 whole entry, looked up): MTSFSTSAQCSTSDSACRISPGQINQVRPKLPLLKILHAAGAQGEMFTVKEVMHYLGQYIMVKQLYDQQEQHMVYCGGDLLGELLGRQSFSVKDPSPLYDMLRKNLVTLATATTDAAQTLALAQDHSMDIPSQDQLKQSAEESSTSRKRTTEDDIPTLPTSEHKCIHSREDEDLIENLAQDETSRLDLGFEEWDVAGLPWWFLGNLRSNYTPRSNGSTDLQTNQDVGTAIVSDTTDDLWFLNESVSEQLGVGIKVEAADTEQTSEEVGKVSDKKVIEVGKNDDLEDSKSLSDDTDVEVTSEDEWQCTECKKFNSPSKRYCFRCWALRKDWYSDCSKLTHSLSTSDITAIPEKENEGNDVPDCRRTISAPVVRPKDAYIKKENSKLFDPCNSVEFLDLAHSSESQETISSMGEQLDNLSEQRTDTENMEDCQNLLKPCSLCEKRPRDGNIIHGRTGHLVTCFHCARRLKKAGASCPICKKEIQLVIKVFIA
Target sequence (Q00987 whole entry, looked up): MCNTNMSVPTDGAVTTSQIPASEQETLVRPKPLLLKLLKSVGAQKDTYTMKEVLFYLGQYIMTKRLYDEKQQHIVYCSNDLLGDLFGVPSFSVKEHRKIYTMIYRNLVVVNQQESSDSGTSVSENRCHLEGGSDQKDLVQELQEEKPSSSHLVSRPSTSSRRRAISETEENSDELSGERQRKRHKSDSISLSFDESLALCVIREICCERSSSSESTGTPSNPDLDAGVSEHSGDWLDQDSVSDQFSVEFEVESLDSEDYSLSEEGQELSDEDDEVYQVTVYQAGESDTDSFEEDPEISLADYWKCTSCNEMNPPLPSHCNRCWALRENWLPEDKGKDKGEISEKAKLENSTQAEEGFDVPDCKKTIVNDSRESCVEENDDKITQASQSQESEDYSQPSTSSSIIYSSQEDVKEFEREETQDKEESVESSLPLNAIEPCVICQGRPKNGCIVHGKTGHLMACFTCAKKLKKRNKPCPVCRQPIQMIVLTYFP
APJ agonist: agonists of human APJ apelin receptor; P35414; CHO-K1 APJ PathHunter beta-arrestin, luminescence; 0% DMSO wells, 100% apelin; activation, % at 20 µM; 0.11% of 330,000 active;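 active = activation more than six SD over the plate average, tested at 20 µM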;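 note: 0% = DMSO alone and 100% = apelin-13 at 10 nM; some results filed as inactive read as strong as hits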
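Assay system: engineered CHO-K1 APJ arrestin reporter cells; Amount: 1000 CHO-K1 reporter cells seeded per well; Dosing: one dose, 20 µM compound, 1% DMSO; Times: compound stimulation 90 min at 25 °C, detection 60 min; Measured by: luminescent beta-gal fragment complementation, chemiluminescent substrate; Read-out: APJ–arrestin association signal; Controls: DMSO vs Apelin-13 10 nM.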
EBI2 antag: antagonists of human EBI2 receptor; 0.81% of 360,000 active; inhibition, % at 5 µM; AID 651636; EBI2 beta-arrestin recruitment, luminescence, 7a,25-OHC stimulated; P32249; in the data active = inhibition above about 38%;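 note: enzyme fragment complementation signal reports receptor beta-arrestin coupling in cells; 0% = agonist plus DMSO wells and 100% = wells without agonist; some results beyond the cut were filed as inactive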
UPR CHOP act: apoptotic UPR (CHOP) activation | CHO-CHOP luciferase reporter, luminescence; percent of tunicamycin response over DMSO baseline | activation, % at 10 µM | 0.34% of 330,000 active;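 active = at 10 µM dose, activation of 40% or more, normalized to positive control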;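 note: 100% = tunicamycin at 10 µg/mL and 0% = DMSO alone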
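System: CHO-CHOP luciferase reporter cell line; amount: 500 cells/well; buffer or medium: F12 medium containing 10% fetal bovine serum; incubation: 6 h compound exposure at 37 °C after overnight seeding; measured by: luciferase luminescence after 10 min with Steady-Glo reagent; evaluation: % reporter activation, DMSO baseline versus tunicamycin full activation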
The depositor's hits bear a star; · = not tested or not shown. Some of the compounds tested; count on the stated rates, not on these rows.

canonical_smiles,tim23-1 inh,EBI2 antag,UPR CHOP act,UPR XBP1 act,APJ antagonist,CCR6 antag,Mdm2-MdmX inh,APJ agonist,CXCR6 block
COc1cc(/C=N\NC(=O)c2ccc(Cl)cc2)ccc1Oc1ccc([N+](=O)[O-])cn1,40.5,-0.6,-1.2,-1.7,-6.0,1.2,17.1,8.1,-1.4
CC1(C)CC(=O)C2=C(C1)NC(=O)NC2c1ccc(Cl)cc1 (stereo unspecified),6.7,-2.0,2.4,2.0,2.0,-7.0,-14.4,-0.1,-2.7
CC(C)COC(=O)NCCCOC(=O)Nc1ccccc1,10.9,0.5,0.7,2.8,-8.0,10.1,-0.9,-4.7,-9.8
COc1ccc(CCNC(=O)CSc2nc(O)c(C(C)C)c(=O)[nH]2)cc1OC,7.9,-6.4,-0.4,-2.5,20.3,-11.2,-0.9,-1.4,7.4
Cc1ccc(C(=O)NC(=S)NNS(=O)(=O)c2ccccc2)cc1,37.2,18.3,-1.3,0.0,-19.1,-8.3,-8.4,-2.8,-12.8
Cc1cc(NS(=O)(=O)c2ccc(NC(=O)COc3c(C)cc(Br)cc3C)cc2)no1,23.1,4.6,-1.5,-6.8,-16.7,-3.4,21.8,4.0,-5.4
Cc1ccc(/C(O)=C2\C(=O)C(=O)N(C)C2c2ccc([N+](=O)[O-])cc2)cc1 (stereo unspecified),-0.4,2.2,1.0,-5.1,-1.0,1.8,11.3,1.5,12.9
COc1ccc(-c2[nH]ncc2/C=N\NC(=O)c2cccs2)cc1OC,-6.3,-5.8,0.0,-0.9,-14.9,7.5,19.0,-8.2,-9.9
CCc1ccccc1OCCCOc1ccc(OC)cc1,1.5,13.3,-0.9,-1.6,14.9,21.7,-5.1,-6.0,4.9
O=C(NCc1ccccc1C(F)(F)F)C1CCC(=O)N(CCCc2ccccc2)C1 (stereo unspecified),3.5,2.1,1.1,-7.3,-0.1,14.3,25.3,-2.2,3.2
CCCCCCCc1nc2sc3c(c2c(=O)n1N)CC(C)(C)OC3,5.2,-8.3,0.9,-0.4,-19.3,12.7,3.3,-1.9,1.9
CC(C)NC(=O)CN1C(=O)c2ccccc2S1(=O)=O,13.8,7.4,-0.3,2.6,-2.4,9.8,-14.5,1.2,-2.5
O=C(Cc1ccccc1)NNC1CC(=O)N(c2ccc(Br)cc2)C1=O (stereo unspecified),2.3,-4.4,0.4,-0.5,3.8,2.8,-11.3,-0.8,8.1
Cn1nc(-c2ccc(Cl)cc2)cc1NC(=O)Nc1ccccc1,19.9,1.1,4.2,1.4,1.3,-10.5,9.2,-1.6,5.9
Cc1ccc2cc(NC(=O)c3ccccc3)ccc2n1,18.1,-0.2,-0.2,-5.7,6.4,6.6,-98.3,-0.9,-3.9
CCOC(=O)c1c(NC(=O)Cn2cnc3sc(C)c(-c4ccccc4)c3c2=O)sc(C)c1C,15.4,0.7,-0.1,2.8,-4.3,11.4,20.9,-2.9,11.1
COc1ccc(-n2cnnc2SCc2csc(-c3ccccc3)n2)cc1,27.9,12.6,0.2,4.3,7.4,4.5,-14.9,-3.6,3.2
CN1CCC(OC(=O)c2ccc(Br)cc2)CC1,-6.1,-15.8,-1.4,3.5,-2.9,-2.7,-26.2,-1.1,-4.6
CN1CCC(Oc2ccc(Sc3ccccc3)cc2)CC1,17.4,-10.5,4.7,3.6,-2.5,8.8,13.5,3.4,-5.4
Clc1ccccc1CNc1nc2ccccc2n2cnnc12,2.8,-9.9,3.7,2.9,-16.1,2.9,5.4,-1.9,1.1
O=c1[nH]c(/C(Cl)=C/c2cccc(F)c2)nc2cc(C(F)(F)F)ccc12,15.7,9.1,6.0,3.5,-8.9,16.8,30.8,-3.2,1.1
C=CCCN([C@@H](C)C(=O)OC)S(=O)(=O)c1ccccc1Br,27.0,-10.5,0.4,-0.7,12.0,12.3,-6.5,0.7,3.7
CCn1c(SCC(=O)Nc2ccc(N(C)C)cc2)nnc1-c1cccc(C)c1,25.2,-3.5,2.7,-0.7,11.2,3.3,34.9,-2.0,-5.8
COc1c(C)cc(Br)cc1C(=O)Nc1ccc(N2CCN(S(C)(=O)=O)CC2)cc1,20.4,-1.6,1.5,-2.0,-6.3,1.9,11.1,0.3,1.5
CC1CCc2c(sc(NC(=O)COC(=O)c3ccc(NC(=O)CC#N)cc3)c2C#N)C1 (stereo unspecified),-23.6,9.0,2.1,0.7,-32.5,4.5,1.6,1.5,3.8
COC(=O)c1ccc(C2C(Oc3ccc(OC)cc3)C(=O)N2CCc2ccc(OC)c(OC)c2)cc1 (stereo unspecified),3.8,19.1,1.2,-3.0,5.4,4.1,7.4,-3.1,5.8
N=C(N)SCCN,-7.4,-7.7,-1.6,-4.5,-20.2,8.2,-31.5,-0.6,-1.0
COCCCNC(=O)C(=O)Nc1ccc2c(c1)N(S(=O)(=O)c1cccs1)CCC2,39.2,-11.4,2.1,8.6,12.2,6.3,44.6,6.1,-1.1
Cc1cccc(C)c1NC(=O)CN1C(=O)S/C(=C\c2cccn2-c2cccc(C(=O)O)c2)C1=O,-2.9,0.2,1.8,-3.9,12.8,25.0,17.6,-2.3,15.0
O=S(=O)(NC(=S)Nc1ccccc1)c1ccc(F)cc1,4.3,-6.4,-1.5,0.2,-16.1,10.0,9.0,-3.9,-0.2
Cc1c(N=C2N=C(NC(=O)c3ccc(F)cc3)c3ccccc32)c(=O)n(-c2ccccc2)n1C,5.1,8.1,1.0,0.4,13.7,14.9,80.6*,-4.6,15.1
CN(Cc1ccccc1)C(=O)COC(=O)c1cncc(Br)c1,-1.9,12.2,-0.4,1.0,11.4,10.2,20.2,-1.5,4.7
O=C(O)c1ccc(/C=N/NC(=O)c2ccc(NS(=O)(=O)c3cccs3)cc2)cc1,11.8,-0.7,-1.4,-2.3,5.1,4.8,-12.7,-0.2,1.2
CC(C)C[C@H](NC(=O)Nc1cccc(Cl)c1)C(=O)O,-1.1,2.1,-0.5,-3.5,-2.7,2.6,9.7,-4.1,2.1
CCc1cccc(NC(=O)Cc2cn(C)c3ccccc23)c1,18.0,4.1,-1.2,-2.2,-2.6,4.3,14.2,-2.5,-1.6
CCN1C(=O)[C@@H]2Cc3c([nH]c4ccccc34)C(c3ccc(OC)cc3)N2C1=S (stereo partly specified),18.4,28.7,0.3,2.9,17.3,13.4,73.1*,-3.2,10.8
C#CCOCCOCCOCCNc1nc(N2CCN(C(=O)CCCCCCCCCCNC(=O)Cn3cc(C[C@@H](C)O)nn3)CC2)nc(N2CCN(C(=O)CCCCCCCCCCNC(=O)[C@@H](CCSC)n3cc(CCO)nn3)CC2)n1,7.0,11.5,1.0,-2.9,-22.1,20.2,32.2,-5.5,4.1
CCN(CC)C(=O)c1nc[nH]c1C(=O)N1CCc2ccccc2C1,25.5,-15.1,0.1,-1.0,14.0,-2.0,-0.1,-0.2,0.6
COC(=O)c1ccc(C23CC4(C2)[C@H](CN(Cc2ccc(-c5ccccc5)cc2)[C@@H]4c2ccccc2)C3c2ccc(C(F)(F)F)cc2)cc1 (stereo partly specified),15.9,·,3.0,3.2,-3.7,8.3,10.7,-5.2,·
COc1c(Cl)ccc(Cl)c1C(=O)NC(=O)Nc1nc(C)cc(C)n1,23.4,1.1,-1.9,-4.5,7.8,-1.4,20.5,-3.4,-8.2
COCCN(C(=O)CCC(=O)Nc1cc(C)on1)C(C(=O)NC(C)(C)C)c1cccc(OC)c1OC (stereo unspecified),11.8,-3.0,-1.3,1.8,1.9,1.2,-19.6,-2.6,-2.5
Cc1nc(-c2ccc(NC(=O)c3ccccc3Br)cc2)cs1,33.4,4.5,6.8,1.9,0.6,4.4,-107.3,0.4,-3.2
COc1ccc(S(=O)(=O)NCCc2ccncc2)cc1,1.3,-11.5,-2.2,-0.7,2.2,-14.3,16.7,-4.3,-3.3
COc1ccc(OC)c(N(CC(=O)N2CCN(c3cc(Cl)ccc3C)CC2)S(C)(=O)=O)c1,22.5,4.8,-0.3,-1.9,7.0,21.1,17.0,-3.0,7.6
Clc1ccc(-c2cn3cc(Cl)ccc3n2)cc1,22.3,24.8,-2.8,-5.7,-44.5,6.7,-88.3,-1.7,-21.3
CCOC(=O)c1c(NC(=O)COC(=O)c2nc(Cl)ccc2Cl)sc(C(=O)NC)c1C,19.6,1.7,0.6,2.3,16.9,8.5,17.9,2.4,-3.8
COc1cc2ncnc(NCCc3ccccc3)c2cc1OC,-14.0,10.1,0.3,4.7,-35.2,4.6,38.1,-2.6,-10.2
CCOC(=O)c1ccc(NC(=S)Nc2ccc(Cl)cn2)cc1,-7.8,16.0,-1.1,0.4,13.4,11.7,9.2,-3.9,9.5
S=c1[nH]nc(-c2ccc3ccccc3n2)n1-c1ccc(Cl)cc1,26.7,-1.5,4.9,0.1,24.6,15.4,-21.0,0.5,4.3
NC(=O)c1ccc(NC(=O)CN2CCOCC2)cc1,7.9,-11.3,0.2,-3.3,0.8,-2.7,-0.9,1.3,-2.1
CC(C)c1nnc(NC(=O)CCN2C(=O)c3ccccc3C2=O)s1,3.9,-6.5,-2.5,-7.3,7.5,2.5,20.5,-1.3,-4.1
CCCCCc1nc2c(C#N)c(-c3ccc(Cl)cc3)ccn2n1,-2.9,15.2,2.7,4.2,1.3,21.1,-31.1,-2.8,6.1
O=C(O)CSc1nnnn1C1CCCCC1,3.9,-10.9,1.7,-0.3,-7.1,13.3,-2.7,-1.0,0.5
O=C(COc1ccc(Cl)cc1)N(Cc1cccs1)C1CCS(=O)(=O)C1 (stereo unspecified),2.6,-6.8,-2.2,-0.7,19.9,12.0,31.8,-2.6,-3.6

An excerpt from above in order of the APJ antagonist value, smallest number first:
compound	EBI2 antag	UPR XBP1 act	APJ antagonist	CCR6 antag	Mdm2-MdmX inh	CXCR6 block
Clc1ccc(-c2cn3cc(Cl)ccc3n2)cc1	24.8	-5.7	-44.5	6.7	-88.3	-21.3
Clc1ccccc1CNc1nc2ccccc2n2cnnc12	-9.9	2.9	-16.1	2.9	5.4	1.1
O=C(COc1ccc(Cl)cc1)N(Cc1cccs1)C1CCS(=O)(=O)C1 (stereo unspecified)	-6.8	-0.7	19.9	12.0	31.8	-3.6

Some of the entries so far, with values under each structure.
Every second line gives: tim23-1 inh	EBI2 antag	UPR CHOP act	UPR XBP1 act	APJ antagonist	CCR6 antag	Mdm2-MdmX inh	APJ agonist	CXCR6 block
> COc1ccc(S(=O)(=O)NCCc2ccncc2)cc1
 : 1.3	-11.5	-2.2	-0.7	2.2	-14.3	16.7	-4.3	-3.3
> COc1ccc(OC)c(N(CC(=O)N2CCN(c3cc(Cl)ccc3C)CC2)S(C)(=O)=O)c1
 : 22.5	4.8	-0.3	-1.9	7.0	21.1	17.0	-3.0	7.6

Source: PubChem BioAssay (Sanford-Burnham Center for Chemical Genomics)
